Compound activity (PubChem)
Apoferritin bind: candidate novel general anesthetic via apoferritin binding. P02791. apoferritin/1-aminoanthracene competitive binding, fluorescence. Potency, µM (titrated, usually from 77.5 µM), without a hit: at the highest dose activity change, negative = displacement, most hits filed as inhibitors. actives 0.074% (n = 350,000). AID 485281; note: potency is the fitted concentration of half-maximal effect; % is set by controls: 0 for no effect and ±100 for the full control effect; nearly all actives have a fitted effect of over 20% in size
Target sequence (P02791 2-175 limits assumed): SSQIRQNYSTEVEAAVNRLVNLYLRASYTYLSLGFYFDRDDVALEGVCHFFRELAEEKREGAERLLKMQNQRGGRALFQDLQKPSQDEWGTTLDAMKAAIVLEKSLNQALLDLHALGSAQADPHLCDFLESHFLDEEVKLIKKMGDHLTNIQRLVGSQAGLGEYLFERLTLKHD
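Horse-spleen apoferritin (10 uM) was mixed with 50% saturated 1-aminoanthracene in PBS, exposed to compounds for 10 min at room temperature, and read for fluorescence (ex 380 nm, em 535 nm). Competitive displacement was fitted with a four-parameter Hill equation.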
RGS4 inhibitor: blocks human RGS4-accelerated GTP hydrolysis; Transcreener GDP fluorescence polarization, RGS4-accelerated GTP hydrolysis; P49798; actives 0.039% (n = 390,000); Potency, µM (doses to about 114 µM), for the others: top-dose activity change, negative = inhibition, most hits filed as inhibitors; note: potency is the fitted concentration of half-maximal effect; % is set by controls: 0 for no effect and ±100 for the full control effect; nearly all actives have a fitted effect of over 75% in size; some results filed as inactive show a strong effect at the top dose
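MLSMR compounds (23 nl, pin-transferred) preincubated 10 min at room temperature with a 500nM (2x) first reagent, then RGS4 at 900nM (2x) plus Transcreener GDP mix added; fluorescence polarization (620/688 nm) read before and after 90 min at 30 °C.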
Pol beta inh: blocks human DNA polymerase beta activity; actives 1.3% (n = 340,000); Potency, µM (series often up to 114 µM), without a hit: at the top dose activity change, negative = inhibition, usual class: inhibitors; AID 485314; P06746; Pol beta primer extension/strand displacement, fluorescence kinetic; note: potency is the fitted concentration of half-maximal effect; % is set by controls: 0 for no effect and ±100 for the full control effect
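Kinetic readout of DNA synthesis with strand displacement by Pol beta. Compound and 10 nM enzyme sit 15 min at room temperature; 50 nM substrate starts the reaction, read immediately and at 10 min.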
POLK inh: DNA polymerase kappa (human) inhibition; Q9UBT6; purified Pol kappa, fluorescent DNA synthesis assay, 10 min; Potency, µM (doses to about 107 µM), inactives show at the top dose activity, negative = inhibition, most hits filed as inhibitors; actives 0.53% (n = 400,000); note: potency is the fitted concentration of half-maximal effect; % is set by controls: 0 for no effect and ±100 for the full control effect
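Activity was followed as the change in fluorescence between reads at 0 and 10 min after starting the reaction with 50 nM substrate. Beforehand, 10 nM polymerase had been preincubated with compound for 15 min at room temperature.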
APE1 inh: inhibitors of human APE1 endonuclease | recombinant APE1, TAMRA/BHQ-2 abasic DNA cleavage fluorescence | P27695 | actives 0.35% (n = 350,000) | Potency, µM (top dose mostly 65.8 µM), for the others: at the top dose activity change, negative = inhibition, usual class: inhibitors;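 note: potency is the fitted concentration of half-maximal effect; plate controls were vehicle for no effect and reference inhibitor for full effect; nearly all actives have a fitted effect of over 55% in size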
Target sequence (P27695 whole entry, looked up): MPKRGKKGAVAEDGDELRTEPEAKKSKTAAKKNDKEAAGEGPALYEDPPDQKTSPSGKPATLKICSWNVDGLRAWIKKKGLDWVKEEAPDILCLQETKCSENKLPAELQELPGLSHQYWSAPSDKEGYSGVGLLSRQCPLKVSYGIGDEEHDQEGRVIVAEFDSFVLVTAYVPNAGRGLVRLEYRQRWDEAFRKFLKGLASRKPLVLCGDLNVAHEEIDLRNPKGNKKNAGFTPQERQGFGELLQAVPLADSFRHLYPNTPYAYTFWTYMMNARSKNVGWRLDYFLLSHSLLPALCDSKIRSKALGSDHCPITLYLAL
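Substrate: short duplex with […] THF abasic site, 5'-TAMRA and 3'-BHQ-2, 50 nM final. APE1 at 0.75 nM, preincubated 15 min RT with compound. Fluorescence increase from first to third read measured activity.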
ERG Ets-DNA blk: inhibitors of human ERG Ets domain-DNA interaction; P11308; fluorescence polarization, His-ERG Ets domain / labelled DNA; Potency, µM (series often up to 76.9 µM), for the others: at the top dose FP activity, negative = inhibition, hits mostly inhibitors; actives 0.028% (n = 370,000); AID 624246; active = well fitted inhibition curve with a large enough effect in the polarisation, with a control signal flat; inconclusive = small, poorly fitted or top-dose-only effect, or effect the other way, or a change in a side signal; inactive = no such curve, though single readings can be large or run the other way; the % refers to the polarisation;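 note: polarization taken with two DNA probes labelled with fluorescein and Texas red; potency is the fitted concentration of half-maximal effect; % of control where 0% means no effect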
Target sequence (P11308 whole entry, looked up, the tested form may be a part): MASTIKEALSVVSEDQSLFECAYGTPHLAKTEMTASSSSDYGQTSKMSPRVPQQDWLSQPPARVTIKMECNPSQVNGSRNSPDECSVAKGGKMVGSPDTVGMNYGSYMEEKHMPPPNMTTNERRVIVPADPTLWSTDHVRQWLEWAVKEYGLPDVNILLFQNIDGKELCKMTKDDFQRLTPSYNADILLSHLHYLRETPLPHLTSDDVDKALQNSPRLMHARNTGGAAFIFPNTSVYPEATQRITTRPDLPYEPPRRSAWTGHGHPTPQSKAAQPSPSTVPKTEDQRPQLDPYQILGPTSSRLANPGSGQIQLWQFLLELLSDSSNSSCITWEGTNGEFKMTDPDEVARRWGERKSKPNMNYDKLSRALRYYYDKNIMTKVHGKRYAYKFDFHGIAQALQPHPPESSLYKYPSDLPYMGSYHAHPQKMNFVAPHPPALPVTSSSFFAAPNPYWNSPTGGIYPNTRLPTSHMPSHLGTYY
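His-tagged ERG Ets domain (1 uM in the protein solution; 300mM KCl, 50mM Tris-HCl, 1mM EDTA, 1mM DTT, pH 7.5) received compound, then a probe mix of 5 nM fluorescein-DNA and 100nM Texas-615-DNA. Fluorescence polarization was read for both dyes.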
POLH inh: inhibitors of human DNA polymerase eta; Q9Y253; recombinant Pol eta, fluorescent DNA replication assay; Potency, µM (highest dose often 114 µM), for the others: at the highest dose activity change, negative = inhibition, most hits filed as inhibitors; actives 1.2% (n = 390,000); AID 588591; note: potency is the fitted concentration of half-maximal effect; % is set by controls: 0 for no effect and ±100 for the full control effect
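Pol eta at 10 nM preincubated with compounds 15 min at room temperature; reaction started with fluorescent substrate (50 nM final) and read kinetically at 0 and 10 min.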
LDHA block: blocks human lactate dehydrogenase A; activity change, % (values are at about 110 or 230 µM); actives 0.15% (n = 480,000); P00338; AID 1347041; purified LDHA, NADH/diaphorase-resazurin fluorescence; hits give low values; in the data active = activity change below about -30%; inconclusive = mostly about -25% to -30%;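 note: plate controls were DMSO wells for no effect and wells without enzyme for full effect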
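Resorufin fluorescence (ex540/em590), read at 0 and 20 min after diaphorase/resazurin addition, reports the NADH left after a 5 min room-temperature reaction of 2 nM human LDH5 with 0.06 mM NADH and 0.2 mM pyruvate.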
ALOX12 inh: blocks human arachidonate 12S-lipoxygenase; Potency, µM (top dose mostly 108 µM), for the others: top-dose activity change, negative = inhibition, usual class: inhibitors; AID 1671190; actives 1.1% (n = 580,000); P18054; purified 12hLO, xylenol orange hydroperoxide absorbance; note: potency is the fitted concentration of half-maximal effect; % is set by controls: 0 for no effect and ±100 for the full control effect
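Purified human 12hLO (150 nM final) in 25 mM Hepes, 0.01% Triton X-100, pH 7.0 was preincubated 15 min at room temperature with compound. Then 40 uM arachidonic acid was added, 30 min. Hydroperoxide was read by Fe-XO absorbance ratio 573/405 nm.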
* hit, by the source's call; i = inactive; ? = inconclusive; nt = no result given; [ ] = dose if it differs, or a comment. Unless noted, calls come from the whole dose curve; as a rule, active = well fitted curve in the direction sought with a large enough effect; inconclusive = small, poorly fitted or top-dose-only effect, or another doubt; inactive = no such curve, though single readings can be large; an effect the other way counts as inactive or inconclusive. These rows are one share of the data; the hit share may differ from the screen's.

LDHA block,POLH inh,RGS4 inhibitor,ALOX12 inh,APE1 inh,POLK inh,Pol beta inh,Apoferritin bind,ERG Ets-DNA blk,Compound
-9,6%,28%,8%,7%,4%,-15%,?,-4%,COc1ccc(C(=O)N2CCN(C(=O)c3ccc(-c4ccccc4)cc3)CC2)cc1OC
-3,-7%,7%,32%[activator],-12%,-1%,1%,?,-2%,CC(=O)Oc1cccc(NC(=O)c2cccc(C(=O)Nc3cccc(OC(C)=O)c3)c2)c1
-8,-2%,0%,25%,3%,-14%,13%,10%,-4%,CCNc1nc(NCC)nc(OCC(=O)O)n1
-4,3%,-38%,5%,0%,-8%,-1%,25%,-2%,CCCCC(=O)Nc1ccc(C(=O)N2CCN(C)CC2)cc1
-4,-1%,15%,-6%,-1%,-15%,-13%,-6%,4%,Cc1c(NC(=O)C2CCCN2S(=O)(=O)c2cccc3nsnc23)cccc1C(=O)O (centres undefined)
-1,-22%,-19%,-4%,12%,-18%,13%,-7%,-4%,CNC(=O)c1csc(Cc2c(Cl)sc3ccc(Cl)cc23)n1
-6,-15%,5%,-32%,-9%,-6%,nt,nt,10%,COc1ccc(CCNC(=O)CN2C(=O)NC3(CCCCC3C)C2=O)cc1 (centres undefined)
-16,-3%,18%,42%[activator],-4%,-1%,?,-11%,-5%,O=C(O)CC1SC(=O)N(Cc2ccccc2)C1=O (centres undefined)

Exported as labelled records: 4 of the compounds above.
SMILES: CC(=O)Oc1cccc(NC(=O)c2cccc(C(=O)Nc3cccc(OC(C)=O)c3)c2)c1
  LDHA block: -3
  POLH inh: -7%
  RGS4 inhibitor: 7%
  ALOX12 inh: 32%[activator]
  APE1 inh: -12%
  POLK inh: -1%
  Pol beta inh: 1%
  Apoferritin bind: ?
  ERG Ets-DNA blk: -2%
SMILES: O=C(O)CC1SC(=O)N(Cc2ccccc2)C1=O (centres undefined)
  LDHA block: -16
  POLH inh: -3%
  RGS4 inhibitor: 18%
  ALOX12 inh: 42%[activator]
  APE1 inh: -4%
  POLK inh: -1%
  Pol beta inh: ?
  Apoferritin bind: -11%
  ERG Ets-DNA blk: -5%
SMILES: Cc1c(NC(=O)C2CCCN2S(=O)(=O)c2cccc3nsnc23)cccc1C(=O)O (centres undefined)
  LDHA block: -4
  POLH inh: -1%
  RGS4 inhibitor: 15%
  ALOX12 inh: -6%
  APE1 inh: -1%
  POLK inh: -15%
  Pol beta inh: -13%
  Apoferritin bind: -6%
  ERG Ets-DNA blk: 4%
SMILES: CNC(=O)c1csc(Cc2c(Cl)sc3ccc(Cl)cc23)n1
  LDHA block: -1
  POLH inh: -22%
  RGS4 inhibitor: -19%
  ALOX12 inh: -4%
  APE1 inh: 12%
  POLK inh: -18%
  Pol beta inh: 13%
  Apoferritin bind: -7%
  ERG Ets-DNA blk: -4%

Other compounds follow:
LDHA block,POLH inh,RGS4 inhibitor,ALOX12 inh,APE1 inh,POLK inh,Pol beta inh,Apoferritin bind,ERG Ets-DNA blk,Compound
1,-16%,-21%,-15%,-7%,-3%,1%,-8%,-1%,O=C(CSc1nc2ccccc2c(=O)n1Cc1ccco1)c1ccccc1
0,-14%,-25%,-9%,3%,-5%,38%,-17%,2%,O=C(c1cc2cc(F)ccc2[nH]1)N1CCCC(Nc2ccc(F)cc2)C1 (centres undefined)
-10,-9%,5%,-16%,nt,-14%,2%,5%,0%,CCc1ccccc1N1C(=O)CN(S(=O)(=O)CC)CC1(C)C(=O)NC1CCCCC1 (centres undefined)
-1,-15%,-2%,-13%,59%[activator],6%,3%,-14%,4%,CC1=C(C(=O)Nc2ccccc2C(=O)NC2CCCCC2C)SCCO1 (centres undefined)
-4,-13%,-15%,0%,38%,10%,45%,-6%,7%,O=C(Cc1ccccc1)NCC(=O)N1CCCC1
-2,-29%,-14%,?,-1%,-29%,14%,-11%,1%,O=C1C(=O)N(CCO)C(c2cccc(F)c2)/C1=C(\O)c1ccc(Cl)cc1 (centres undefined)
-11,-6%,-23%[56.9 µM],12%,4%,-14%,34%,-1%,-1%,COc1cccc(CNC(=O)CN2C(=O)CSc3ccc(S(=O)(=O)N4CCOCC4)cc32)c1
-4,-22%,-15%,-11%,nt,8%[60.1 µM],-10%,-9%,-1%,COc1ccc(CNC(=O)C2CCN(c3nc4ccc(C)cc4[nH]3)CC2)cc1
-1,-51%,-48%,0%,1%,-30%,-2%,-2%,10%,Cc1ccc(-n2c(C)n[nH]c2=S)cc1
-6,-1%,7%,-15%,-2%,-3%,-24%,1%,5%,CCc1nc2scc(-c3ccccc3)c2c(=O)n1N
10,-13%,-9%,-22%,-7%,3%,?,-18%,-3%,Cc1ccc(NC(=O)COC(=O)c2ccc([N+](=O)[O-])o2)cc1S(=O)(=O)N1CCCCC1
-1,-23%,?,-45%,11%,-2%,10%,?,0%,CCOC(=O)COc1ccc2c(C)cc(=O)oc2c1C(=O)c1ccccc1
0,-14%,-6%,178%[activator],4%,14%,nt,nt,0%,O=C(OCC(=O)N1CCc2ccccc21)[C@@H]1CC(O)CN1S(=O)(=O)c1ccc(Cl)cc1 (some centres undefined)
-1,2%,-8%,-12%,nt,-1%,15%,-5%,2%,Cc1cccc(C)c1NC(=O)Cn1c(=O)n(CCCS(=O)(=O)C2CCCCC2)c(=O)c2ccccc21
-3,-12%,-7%,-17%,-1%,-8%,12%,-3%,-4%,O=C(Cn1nnc2ccccc2c1=O)N[C@@H](Cc1c[nH]c2ccccc12)C(=O)O
0,-22%,-7%,6%,nt,-8%,0%,4%,-9%,CCCCc1ccc(-n2nc3cc(C)c(NC(=O)c4ccc(C#N)cc4F)cc3n2)cc1
-6,-10%,-15%,0%,-1%,-7%,13%,-22%,-1%,COC(=O)C1=C(C)N=C2SCCC(=O)N2C1c1cccs1 (centres undefined)
6,-4%,10%,?,nt,-24%,-25%,-8%,3%,COc1ccc2c(c1)CCc1c(C(=O)Nc3c(C)nn(Cc4ccc(Cl)c(Cl)c4)c3C)noc1-2
-2,-12%,-22%,0%,1%,-9%,?,-15%,-7%,O=C(CN1CCCCC1)n1c2ccccc2c2ccccc21
-9,-7%,2%,3%,0%,-12%,0%,-14%,-2%,COc1ccc([N+](=O)[O-])cc1NC(=O)Cc1ccc(Cl)cc1
1,-9%,-1%,-22%,nt,11%,11%,0%,1%,O=C(Nc1ccc2nc(SCC(=O)N3CCc4ccccc43)sc2c1)c1cccc(Cl)c1
0,-14%,9%,-16%,nt,4%,-7%,82%[activator],-6%,Cc1ccccc1Nc1nnc(-c2ccc(C)c(S(=O)(=O)N3CCOCC3)c2)c2ccccc12
-12,-10%,-23%,-19%,?,-6%,-1%,?,3%,O=C(Nc1ccc(-c2nnc3n2CCCCC3)cc1)c1cc2ccccc2o1
-6,-14%,20%,-21%,-10%,-6%,22%,-12%,6%,CCn1cc([N+](=O)[O-])nc1C
-3,8%,3%,?,1%,-3%,?,-3%,8%,CC1CC(C(F)F)n2nc(C(=O)O)cc2N1 (centres undefined)
-1,-1%,-2%,-5%,nt,1%,nt,nt,1%,COc1ccc(C=NNc2nc3c([nH]2)c(=O)n(C)c(=O)n3C)cc1
-4,-14%,-22%,-2%,4%,7%,nt,nt,-9%,Nc1ncnc2c1ncn2[C@@H]1O[C@H](CNS(=O)(=O)c2cc(S(=O)(=O)c3ccccc3)cs2)[C@@H](O)[C@H]1O
-4,?,-30%,-32%,-11%,-4%,?,-21%,-5%,Cc1ccc2c(CC(=O)N3CCc4ccccc43)coc2c1
6,-4%,9%,-5%,1%,-2%,11%,-20%,0%,Cn1c(SCC(=O)N2CCCc3ccccc32)nnc1-c1cccs1
5,-3%,4%,0%,-2%,-3%,0%,6%,7%,COc1ccccc1CC(=O)NC(=O)c1ccccc1O
-11,-8%,14%,-27%,10%,1%,6%,-1%,6%,CCN(Cc1ccccc1)S(=O)(=O)c1ccc(S(=O)(=O)N(Cc2cccc(OC)c2)CC2CCCO2)cc1 (centres undefined)
-3,-14%,4%,?,-10%,0%,34%,3%,-6%,CC(C)CN1C(=O)N(c2ccc(Cl)cc2)C(C)(O)CC1(C)C (centres undefined)
-14,-14%,26%,195%[activator],nt,-15%,nt,nt,-4%,COc1cc(/C=C/C(=O)Nc2ccc(S(=O)(=O)Nc3onc(C)c3C)cc2)cc(OC)c1OC
-7,3%,-5%,i,10%,-6%,nt,nt,-16%,O=C(O)COc1ccccc1C=NNC(=O)c1ccc(NS(=O)(=O)c2cccs2)cc1
-13,-14%,22%,?,15%,-14%,22%,-2%,1%,O=[N+]([O-])c1ccccc1/C=C/CN1CCC(O)CC1
-1,-5%,-3%,?,20%,3%,27%,-11%,9%,C=CCNC(=O)c1onc(CSc2cccc(C)c2)c1C(=O)O
